# SENP8 block – human SENP8 protease inhibitors, primary screen, biochemical, fluorescence, Nedd8 protein substrate, uHTS | recombinant SENP8 | actives 0.64% (n = 360,000) | inhibition, % at 20 µM; in the data active means inhibition mostly above about 40%, no sharp cut-off; inactive means mostly below about 27%
# Target sequence (Q96LD8 whole entry, looked up): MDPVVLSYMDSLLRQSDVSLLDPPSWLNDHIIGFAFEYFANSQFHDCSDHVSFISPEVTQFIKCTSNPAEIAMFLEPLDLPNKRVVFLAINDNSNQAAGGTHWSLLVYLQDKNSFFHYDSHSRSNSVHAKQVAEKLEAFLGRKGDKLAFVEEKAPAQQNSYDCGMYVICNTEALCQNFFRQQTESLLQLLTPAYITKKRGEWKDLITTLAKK
# ATG4B inh – ATG4B protease inhibitors, primary screen, biochemical, fluorescence, uHTS | inhibition, % at 8.33 µM | Cysteine protease ATG4B (Homo sapiens), Q9Y4P1 | AID 504462, 2011 | ATG4B cleavage of LC3-PLA2, NBD-HPC fluorescence, 1 h | actives 0.51% (n = 340,000); in the data active means inhibition above about 40%
# PfG6PD inh – PfG6PD enzyme inhibitors, primary screen, biochemical, fluorescence intensity, uHTS. AID 504690, 2011. PfGluPho enzyme, NADPH resazurin-diaphorase fluorescence. actives 0.78% (n = 350,000). inhibition, % at 20 µM. glucose-6-phosphate dehydrogenase-6-phosphogluconolactonase (Plasmodium falciparum 3D7);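 active means inhibition reaching at least a set limit at 20 µM in the primary screen, cut at about 59% in these data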;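 further: 0% = DMSO wells with substrate and 100% = DMSO wells lacking glucose-6-phosphate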
# NR3A LBD binder – binders of NR3A ligand-binding domain, primary screen, biophysical, differential scanning fluorimetry, uHTS; Glutamate receptor ionotropic, NMDA 3A (GRIN3A) ligand-binding domain; NR3A LBD differential scanning fluorimetry, Tm shift; 0% = protein alone, 100% = glycine-bound protein; Tm shift relative to glycine control, % at 25 µM; actives 2.5% (n = 340,000);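 active means melting temperature shift of at least 10% of the positive control shift, at one fixed dose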
# MPTP inh – mitochondrial permeability transition pore inhibitors, primary screen, biochemical, isolated mouse mitochondria, absorbance; actives 1.4% (n = 360,000); inhibition, % at 10 µM; Ca2+ swelling absorbance, 30 min;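 active means inhibition of 50% or more, scaled per plate between neutral and stimulator controls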;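 further: 0% = DMSO wells given calcium and 100% = 1 mM EGTA wells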
# SENP6 inh – SENP6 protease inhibitors, primary screen, biochemical, luminescence, uHTS; actives 1.8% (n = 330,000); inhibition, % at 10 µM; Recombinant SENP6 catalytic domain, aminoluciferin luminescence; AID 2599, 2010;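 active means inhibition above about 50% at the single tested dose, limit read from the data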;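 further: plate controls were DMSO wells with enzyme for no effect and DMSO wells lacking enzyme for full effect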
# SENP1 FRET inh – human SENP1 catalytic domain inhibitors, primary screen, biochemical, FRET, uHTS | inhibition, % at 10 µM | AID 624204, 2012 | actives 0.21% (n = 360,000) | recombinant SENP1 catalytic domain, CyPet-SUMO1-YPet FRET cleavage | Sentrin-specific protease 1 (Homo sapiens), Q9P0U3;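 active means inhibition at least 30% at 10 µM, raw YFP signal under a set limit, fluorescence ratio 0.5 to 1.5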;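 further: 0% = enzyme with DMSO and 100% = no enzyme wells; some results filed as inactive read as strong as hits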
# Target sequence (Q9P0U3 419-644 limits assumed): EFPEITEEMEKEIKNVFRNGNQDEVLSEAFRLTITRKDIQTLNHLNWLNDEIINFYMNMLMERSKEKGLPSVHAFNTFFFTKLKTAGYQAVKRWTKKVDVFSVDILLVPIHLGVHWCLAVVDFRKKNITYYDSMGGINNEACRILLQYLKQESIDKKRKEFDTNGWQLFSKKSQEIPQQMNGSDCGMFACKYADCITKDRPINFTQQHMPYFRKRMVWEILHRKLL
#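 Assay system: hSENP1 catalytic domain, recombinant. Amount: SENP1 enzyme, 20 pM final. Schedule: 50 min reaction, RT, dark. Technique: FRET, CFP and YFP emission. Control set: no-enzyme wells low, DMSO-plus-enzyme wells high control.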
# hIAP activ – human IAP activators, primary screen, biochemical, luminescence, uHTS | Intestinal-type alkaline phosphatase (Homo sapiens), P09923 | AID 2524, 2010 | actives 0.16% (n = 330,000) | purified human IAP, CDP-Star luminescence, 30 min; hits give high values; 1 = vehicle-only enzyme, 0 = enzyme-free background | activation factor at 10 µM;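 active means activation factor of the enzyme at least 2-fold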; further: the source names both 10 and 20 µM as test concentration; values of inactives mirror those of a sister screen read the other way
# Target sequence (P09923 whole entry, looked up): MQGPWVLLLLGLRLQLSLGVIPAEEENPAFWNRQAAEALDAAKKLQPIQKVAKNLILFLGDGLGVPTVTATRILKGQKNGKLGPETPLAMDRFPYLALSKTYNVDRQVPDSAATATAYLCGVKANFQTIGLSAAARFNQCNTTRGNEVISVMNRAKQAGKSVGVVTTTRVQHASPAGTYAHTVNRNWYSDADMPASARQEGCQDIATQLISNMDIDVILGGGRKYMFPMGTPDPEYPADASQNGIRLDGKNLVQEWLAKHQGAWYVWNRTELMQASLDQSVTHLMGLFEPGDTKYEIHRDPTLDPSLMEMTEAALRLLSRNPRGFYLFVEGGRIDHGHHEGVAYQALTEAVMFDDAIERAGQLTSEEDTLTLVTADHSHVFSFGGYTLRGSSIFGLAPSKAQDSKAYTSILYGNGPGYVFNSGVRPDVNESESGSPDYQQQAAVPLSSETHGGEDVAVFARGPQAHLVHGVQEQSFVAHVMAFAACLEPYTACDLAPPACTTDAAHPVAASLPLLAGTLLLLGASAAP
# Starred values were filed as active, the others as inactive; x = not tested or not shown.
SMILES,SENP8 block,ATG4B inh,PfG6PD inh,NR3A LBD binder,MPTP inh,SENP6 inh,SENP1 FRET inh,hIAP activ
CC/C(=N\NC(=O)C(N)=O)c1ccccc1O,6.5,5.2,-42.3,1.6,3.3,-10.2,1.2,1.51
O=C(NC(=S)Nc1ccccc1N1CCCCC1)c1ccco1,21.0,1.8,4.2,-11.2,-0.2,11.8,2.6,1.03
Cc1ccc(S(=O)(=O)NC(=O)NC(C)Cc2ccccc2)cc1 (configuration not stated),8.6,-1.7,-15.5,-0.6,-3.2,-16.8,3.2,1.12
Oc1ccc2nnc3c(Br)cnn3c2c1,-313.5,-6.4,6.5,1.8,-0.4,27.9,-24.2,0.844
O=C1C(=O)N(CNc2cccnc2)c2ccccc21,8.5,5.3,8.4,-0.2,-0.5,-5.1,1.2,1.09
Cc1nn(CC(=O)NCCCN2CCC(N3CCCCC3)CC2)c(=O)c2cc(-c3ccccc3)nn12,17.5,8.1,-7.3,-2.7,-0.9,3.6,-3.8,0.891
CCOC(=O)C1CCCN(C(=O)c2ccc(OC)c([N+](=O)[O-])c2)C1 (configuration not stated),20.3,-3.1,2.1,-2.7,-0.3,-2.8,-1.1,0.901
Cc1ccc(SCCOCCN2CC(C)OC(C)C2)cc1 (configuration not stated),20.8,-2.4,-4.3,-0.9,0.2,-21.5,3.5,1.07
COC(=O)c1sc(S(=O)(=O)N2CCCCC2C(=O)O)c(C(=O)OC)c1C (configuration not stated),23.5,-7.9,-2.3,6.0,5.5,-1.0,0.8,0.784
S=c1[nH]nc(-c2ccccc2)n1CC1CCCO1 (configuration not stated),8.9,1.3,27.5,9.8,0.1,-20.3,-1.6,0.853
O=C(CNCc1ccccc1)Nc1ccc(Oc2ccccc2)cc1,2.9,12.6,-2.3,-0.8,66.2*,1.2,2.1,1.11
Cc1ccc(-c2noc(CN3C(C)CCCC3C)n2)cc1 (configuration not stated),-9.1,-0.6,-5.1,0.1,-0.7,-4.3,-16.3,1.03
COc1cc(N=Nc2ccc3ccccc3c2)ccc1O,6.3,-5.2,13.1,0.6,3.7,96.6*,1.8,1.04
COc1cccc(NC(=O)COc2cccc(-n3cnnn3)c2)c1,6.1,-8.9,-5.5,-0.6,-1.1,-6.5,2.3,0.914
Nc1ccc2nc(-c3cccs3)[nH]c2c1,-312.9,0.0,-4.8,-6.7,0.0,38.5,-33.1,0.871
Cc1cccc(N(C(=O)c2sc(C)nc2C)C(C(=O)NCc2ccco2)c2ccccc2)c1 (configuration not stated),14.9,-0.7,-1.3,-0.7,2.4,-15.4,2.4,1.03
O=C(O)CCCN(Cc1cccc(Br)c1)S(=O)(=O)c1ccc(Br)cc1,13.0,-3.6,1.6,-0.9,-2.2,-24.5,2.7,0.938
CSc1ccccc1OCc1cc(C(=O)NC2CCOC2)no1 (configuration not stated),-0.3,14.1,13.6,-2.2,1.4,-5.8,1.3,1.02
O=C(COc1ccc([N+](=O)[O-])cc1)NC(C(=O)O)C(O)c1cccc([N+](=O)[O-])c1 (configuration not stated),4.9,-6.3,12.7,-0.5,1.0,-18.7,1.3,1.02
CCCC(=O)C1CCN(Cc2ccccc2)CC1,18.7,-8.5,-17.4,-1.2,-0.6,2.1,-21.1,1
CCC(C)[C@H](NC(=O)C1CCC(CNC(=O)[C@@H]2CCCN2C(=O)OC(C)(C)C)CC1)C(=O)O (some centres not stated),15.6,4.1,-3.4,-0.8,-0.6,1.4,0.3,0.91
O=C1NC(=Nc2ccccc2Br)SC1(CO)CO,26.3,3.5,-4.6,1.6,0.6,-6.1,1.7,1.13
O=C(COc1ccccc1Cl)Nc1ccccc1C(=O)Nc1cccc(C(=O)O)c1,2.4,-9.1,-9.1,6.5,11.6,6.8,2.7,1.03
O=C(NCC(c1cccs1)N1CCOCC1)c1cc(S(=O)(=O)N2CCOCC2)c(Cl)cc1Cl (configuration not stated),14.5,-11.3,-6.4,-0.3,-1.9,5.9,-1.8,0.896
Cc1ccc(C(=O)OCC(=O)Nc2cccc(S(=O)(=O)N3CCOCC3)c2)o1,10.1,2.9,-6.6,-1.2,-1.6,-3.0,0.3,0.966
SMILES,SENP8 block,ATG4B inh,PfG6PD inh,NR3A LBD binder,MPTP inh,SENP6 inh,SENP1 FRET inh,hIAP activ
CCC1=Nc2cc(C(=O)NCCN3CCCC3)ccc2Sc2ccccc21,25.8,-2.9,16.8,0.9,-1.9,-2.1,-7.1,0.767
CCOC(=O)c1ccc(NC(=S)NC(=O)COc2ccccc2)cc1,27.5,-4.2,-6.5,-5.7,-1.2,0.9,1.7,0.856
CC1(C(=O)N2CC3(CC(c4ccccc4)=NO3)C[C@H]2C(=O)NCC(N)=O)CC1 (some centres not stated),-77.6,3.5,1.6,0.5,-1.4,-12.0,-2.4,0.844
OC(COc1ccc(OCC(O)CN2CCN(Cc3ccccc3)CC2)cc1)CN1CCN(Cc2ccccc2)CC1 (configuration not stated),26.2,-0.5,2.8,0.5,53.7*,-4.2,1.7,0.995
CC(C)(C#N)Nn1cnnc1,28.3,-1.2,-14.0,-0.7,-0.3,-13.0,0.2,1.01
O=C(CN(Cc1ccccc1)C(=O)CCC(=O)Nc1ccccn1)NCc1ccc(F)cc1,5.1,2.6,-23.8,-1.7,-0.1,-13.0,3.9,1.13
COc1ccc(C(=O)COC(=O)CCNS(=O)(=O)c2ccccc2)cc1Br,-8.1,-10.9,2.0,0.4,2.0,2.6,0.4,1.24
CCOC(=O)[C@H](CCc1ccccc1)N[C@@H](C)C(=O)N1[C@H](C(=O)O)C[C@@H]2CCC[C@@H]21,-1.7,-0.3,-8.5,-1.7,-0.7,-17.9,-0.8,0.968
CC(C)C(=O)NC(=S)Nc1c(Cl)ccc2nsnc12,20.4,0.6,13.2,3.0,1.0,-11.2,1.0,1.03
O=c1c2ccccc2[nH]c(=S)n1Cc1ccccc1Cl,17.5,0.3,-0.9,-3.6,-0.5,15.7,0.7,0.997
O=C(Cc1ccc(Cl)cc1)N1CCN(c2ccccc2)CC1,17.3,-2.0,-6.9,0.1,0.5,-15.5,1.0,1.03
CCCCCC(=O)Nc1cccc(C2=NOC3(C2)C[C@@H](C(N)=O)N(C(=O)C2(C)CC2)C3)c1 (some centres not stated),-1.0,-10.8,-0.7,2.6,-0.2,-22.2,0.8,1.03
CC(C)C[C@H](NC(=O)OC(C)(C)C)C(=O)N1CCC(C(=O)N[C@@H](Cc2ccccc2)C(=O)O)CC1,-3.8,1.7,-13.6,0.2,-0.3,-20.0,3.2,0.945
Fc1cccc(F)c1-c1nc(-c2ccncc2)no1,7.3,0.4,5.3,0.9,0.1,48.2,2.4,1.03
CN1/C(=C\P(=O)(N(C)C)N(C)C)C(C)(C)c2ccccc21,12.7,-5.0,-3.9,-12.6,1.3,10.6,-0.8,0.811
CCOc1ccc(NC(=O)COc2coc(CN3CCc4ccccc4C3)cc2=O)cc1,13.0,-9.7,-10.0,0.3,0.3,-8.4,-0.7,1.05
Cc1ccccc1-c1nnn(CC(=O)Nc2ccc3c(c2)OCCO3)n1,21.8,-5.4,14.0,-5.5,0.7,14.6,1.2,1.02
Nc1nc(Nc2ccc(Cl)cc2Cl)nc(C(F)(F)F)n1,9.2,-9.0,14.4,-8.1,2.8,-6.7,-0.2,1.28
CC(NC(=O)C1CCN(S(=O)(=O)N2CCCCCC2)CC1)c1ccccc1 (configuration not stated),14.5,10.5,-9.6,-0.5,-1.3,14.0,1.7,0.847
CC/C=C/C(=O)N1CC2(CC(c3cccc(NC(=O)CC(c4ccccc4)c4ccccc4)c3)=NO2)C[C@@H]1C(N)=O (some centres not stated),-0.4,-10.2,9.0,-1.7,-1.3,-16.0,0.2,0.946
O=C(NCC1CCCO1)c1c(O)nc2sccn2c1=O (configuration not stated),11.9,-5.6,1.6,-0.4,-0.9,-9.2,-0.7,1.06
CCCCNC(=O)Cn1c(-c2ccc(OC)cc2)noc1=O,1.4,8.5,-4.3,2.9,-1.5,1.1,1.5,1.05
Cc1cc(C)cc(N(CC(=O)NCc2ccco2)C(=O)CCC(=O)Nc2nccs2)c1,-5.5,1.6,-16.1,-1.9,-0.5,-4.9,1.3,0.939
COc1ccc(/C=C2\CCCC(C(=O)C(F)(F)F)=C2O)cc1,-7.3,2.6,-31.4,-0.2,2.6,-3.2,-96.6,1.04
CCN(CC(=O)Nc1c(F)cccc1F)C(=O)c1ccc(C)c(S(=O)(=O)N2CCCCC2)c1,9.9,3.7,8.3,x,0.8,-12.1,1.1,1.05
SMILES,SENP8 block,ATG4B inh,PfG6PD inh,NR3A LBD binder,MPTP inh,SENP6 inh,SENP1 FRET inh,hIAP activ
Cc1csc(SCC(=O)Nc2ccc(C)c(S(=O)(=O)N(C)C)c2)n1,4.0,x,-4.9,x,-1.4,x,2.1,x
O=C(CC(=O)c1ccccc1)Nc1cccc([N+](=O)[O-])c1,5.8,x,-6.4,x,18.5,x,-1.5,x
COc1ccccc1CNC(=O)c1n[nH]c2ccccc12,20.3,-6.9,2.8,2.5,0.2,22.0,2.1,1.44
Cc1ccc(NC(=O)C(C)N2C(=O)C3C4CC(C(Br)C4Br)C3C2=O)cc1 (configuration not stated),9.4,-8.0,1.7,6.0,0.0,-19.8,0.5,0.9
N/C(=N\OC(=O)CC(c1ccccc1)c1ccccc1)c1cccnc1,12.7,-2.6,-14.8,-5.1,-1.0,2.2,1.7,0.921
O=C(CCn1cccc1)Nc1ccccc1F,18.4,-1.5,-14.6,-1.2,-6.6,-15.5,-0.2,0.914
COc1cc(C(=O)NC(=S)NC(C)C)cc(OC)c1OC,20.7,-3.6,5.8,-2.7,-0.1,-32.5,1.5,1.05
NS(=O)(=O)c1ccc(NC(=O)c2cccc(Cl)c2)cc1,10.1,0.5,17.9,-1.3,0.8,-8.5,1.6,0.987
O=C(NN1C(=O)C2C3C=CC(C3)C2C1=O)c1ccncc1 (configuration not stated),31.1,-5.1,-1.3,-3.2,-0.2,-1.7,1.1,0.964
CCOC(=O)c1cnn2c(C(F)(F)F)cc(-c3cn(C)nc3C)nc12,-431.3,0.5,15.7,1.5,-1.6,-18.1,-10.7,1.16
CCn1c(=O)n(CC(=O)Nc2cc(OC)ccc2OC)c(=O)c2ccccc21,9.5,-3.3,-4.2,-0.9,-1.0,10.7,0.8,0.869
O=S(=O)(c1ccc(Br)cc1)c1nc(-c2ccccc2)oc1NCCN1CCOCC1,-26.8,-10.1,9.8,0.3,-0.4,-15.7,3.5,0.98

# Sorted by SMILES length (rising): three of the compounds above.
SMILES,SENP8 block,ATG4B inh,PfG6PD inh,NR3A LBD binder,MPTP inh,SENP6 inh,SENP1 FRET inh,hIAP activ
COc1cc(C(=O)NC(=S)NC(C)C)cc(OC)c1OC,20.7,-3.6,5.8,-2.7,-0.1,-32.5,1.5,1.05
NS(=O)(=O)c1ccc(NC(=O)c2cccc(Cl)c2)cc1,10.1,0.5,17.9,-1.3,0.8,-8.5,1.6,0.987
Cc1ccc(NC(=O)C(C)N2C(=O)C3C4CC(C(Br)C4Br)C3C2=O)cc1 (configuration not stated),9.4,-8.0,1.7,6.0,0.0,-19.8,0.5,0.9

# Reprinted at random: 3 records from the list.
SMILES,SENP8 block,ATG4B inh,PfG6PD inh,NR3A LBD binder,MPTP inh,SENP6 inh,SENP1 FRET inh,hIAP activ
NS(=O)(=O)c1ccc(NC(=O)c2cccc(Cl)c2)cc1,10.1,0.5,17.9,-1.3,0.8,-8.5,1.6,0.987
COc1ccccc1CNC(=O)c1n[nH]c2ccccc12,20.3,-6.9,2.8,2.5,0.2,22.0,2.1,1.44
O=C(CC(=O)c1ccccc1)Nc1cccc([N+](=O)[O-])c1,5.8,x,-6.4,x,18.5,x,-1.5,x
